From PubChem BioAssay
PPC-1+TRAIL kill = kills PPC-1 cancer cells in the presence of TRAIL | actives 0.41% (n = 220,000) | cell killing (% activity), % at 4 µM | PPC-1 cells + TRAIL, ATPLite viability luminescence;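 active = cell killing above 50% in the first pass at 4 µM, then a duplicate retest at 5 µM averaging 50% or more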;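 also: plate controls were cells with TRAIL plus DMSO for no effect and medium-only wells lacking cells for full effect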
TRPN1 ag = activates the zebrafish TRPN1 channel; HEK293 zebrafish TRPN1-YFP, Fluo-8 calcium fluorescence; 100% = response to 87 µM carbachol; activation, % at 3 µM; actives 0.18% (n = 220,000);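 active = activation above its plate's cutoff, the mean activation of test wells on that plate plus 3 SD, cut at about 19% in these data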;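 also: 0% = DMSO alone and 100% = 87 µM carbachol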
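Assay system: Zebrafish TRPN1-YFP in HEK293 cells | Incubation: Dye loading 1 h at 37 °C, then 30 min room temperature | Measured by: Kinetic Fluo-8 fluorescence, ex 470-495, em 515-575 nm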
CHOP inh = inhibitors of CHOP induction in ER stress response; AID 2732; inhibition, % at 10 µM; CHO-K1 CHOP-promoter luciferase, tunicamycin-induced, 15-18 h; actives 3.8% (n = 220,000);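 active = compounds that reduced the stress-induced luciferase reporter signal by more than about 70% of percent inhibition, limit read from the data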;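 also: 0% = tunicamycin plus vehicle and 100% = wells without tunicamycin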
TNF necrop inh = inhibitors of TNF-alpha induced necroptosis in Jurkat FADD-/- cells. activation (protection from cell death), % at 10 µM. actives 0.068% (n = 220,000). Jurkat FADD-/- TNF necroptosis rescue, ATP luminescence, 24 h; 0 = TNF only, 100 = no-TNF cells. AID 463075;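 active = activation, meaning protection from cell death, of at least 50% relative to plate controls; inactive = activation below 50%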;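 also: necroptosis triggered by 40 ng/mL TNF-alpha added together with compound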
Wee1 degr inh = inhibitors of human Wee1 degradation. actives 1.2% (n = 220,000). P30291. reporter increase, % at 5 µM. HeLa Luc-Wee1K328M stability, luciferase luminescence; 100% = proteasome inhibitor MG132 effect;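 active = activation above the mean of all tested compounds plus 3 SD, set per screening run, cut at about 8.8% in these data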;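 also: cells exposed to compound for 20 h before luminescence read; 0% = DMSO alone and 100% = MG132 at 30 µM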
Target sequence (P30291 whole entry K328M): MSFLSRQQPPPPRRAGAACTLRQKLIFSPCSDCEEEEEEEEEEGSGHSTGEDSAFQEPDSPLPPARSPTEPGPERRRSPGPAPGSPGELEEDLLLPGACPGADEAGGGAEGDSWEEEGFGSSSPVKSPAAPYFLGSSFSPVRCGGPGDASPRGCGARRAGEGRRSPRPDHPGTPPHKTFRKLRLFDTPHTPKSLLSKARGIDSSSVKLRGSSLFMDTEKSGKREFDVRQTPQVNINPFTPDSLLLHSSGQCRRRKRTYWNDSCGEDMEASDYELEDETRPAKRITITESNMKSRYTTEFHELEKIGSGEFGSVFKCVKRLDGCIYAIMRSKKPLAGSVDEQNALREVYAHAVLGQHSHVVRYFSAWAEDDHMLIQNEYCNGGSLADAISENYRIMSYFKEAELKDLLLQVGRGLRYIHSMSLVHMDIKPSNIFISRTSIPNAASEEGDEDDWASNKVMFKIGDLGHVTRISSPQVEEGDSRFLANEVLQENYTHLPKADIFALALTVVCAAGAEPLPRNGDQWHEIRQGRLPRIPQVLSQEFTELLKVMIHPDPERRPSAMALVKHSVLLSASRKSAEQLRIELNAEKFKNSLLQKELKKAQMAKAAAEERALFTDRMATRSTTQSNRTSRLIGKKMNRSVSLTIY
Ba/F3 V617F tox = reduce viability of Ba/F3 cells dependent on JAK2V617F. Ba/F3 EpoR-JAK2V617F viability, ATP luminescence. inhibition, % at 5.6 µM. actives 1.1% (n = 220,000). AID 1446;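 active = inhibition above the campaign mean plus 3 SD over all tested compounds, cut at about 24% in these data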;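 also: cytokine-independent growth of Ba/F3 cells driven by EpoR plus mutant JAK2; 0% = DMSO-treated cells and 100% = JAK inhibitor I control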
BaF3 tox = counter-screen for JAK2V617F inhibitors: parental Ba/F3 viability inhibitors; CellTiter-Glo ATP luminescence; inhibition, % at 5.6 µM; actives 1.1% (n = 220,000);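 active = inhibition above a per-campaign cutoff, the mean inhibition of all tested compounds plus 3 SD, cut at about 27% in these data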;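 also: 0% = DMSO wells and 100% = JAK Inhibitor I control wells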
TRPML3 ag = human mucolipin-3 channel agonism; Q8TDD5; HEK293 TRPML3-YFP, Fluo-8 calcium fluorescence; 100% = the carbachol control signal; activation, % at 3 µM; actives 0.29% (n = 220,000); AID 1448;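 active = activation above its plate's cutoff, the mean activation of the plate's test wells plus 3 SD, cut at about 12% in these data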;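 also: 0% = DMSO only wells and 100% = carbachol wells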
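Test system: TRPML3-YFP stable HEK293 cells. Doses: single point at 3 µM. Incubation: dye loading 1 h 37 °C then 30 min ambient, 125 s read. Signal: Fluo-8 calcium dye fluorescence, ex 470-495, em 515-575 nm. Measure: percent activation from peak-to-basal fluorescence ratio, scaled between DMSO and carbachol.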
RBBP9 inh = human RBBP9 hydrolase inhibition; AID 1515; O75884; actives 0.2% (n = 220,000); recombinant RBBP9, FP-Rh probe fluorescence polarization; inhibition, % at 7.94 µM;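 active = inhibition above the campaign mean of all tested compounds plus 3 SD, cut at about 14% in these data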;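 also: plate controls were DMSO wells with RBBP9 for no effect and wells lacking RBBP9 protein for full effect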
Target sequence (O75884 whole entry, looked up): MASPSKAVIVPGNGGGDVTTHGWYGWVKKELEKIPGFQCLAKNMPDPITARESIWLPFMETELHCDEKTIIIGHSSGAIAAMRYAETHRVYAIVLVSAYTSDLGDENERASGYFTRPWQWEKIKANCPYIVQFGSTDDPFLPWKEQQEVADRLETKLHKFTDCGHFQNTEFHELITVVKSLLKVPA
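Material: RBBP9 protein. Amount: RBBP9 at 2.5 µM in dispensed solution, before mixing. Schedule: 30 min then 45 min, 25 °C. Medium: Tris buffer pH 8.0, NaCl, Pluronic. Measured by: fluorescence polarization. Measure: percent inhibition from mP, scaled between DMSO and no-protein wells. Replication: one well per compound.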
* = called active by the depositor. No enrichment for hits; any-hit rate near 6.8%.

1: CCOC(=O)c1cnn(-c2ccccc2)c1N
2: O=S(=O)(Nc1nc2ccccc2nc1NCC1CCCO1)c1cccc(Cl)c1 (centres undefined)
3: COc1ccc(NC(=S)NN2C(C)CCCC2C)cc1 (centres undefined)
4: CSc1ccccc1NC(=O)Nc1ccc(F)c(Cl)c1
5: O=C(O)CSC1CC(=O)N(c2cccc(Cl)c2)C1=O (centres undefined)
6: COC(=O)c1c(SCc2ccc(C#N)cc2)nc(=O)[nH]c1C
7: O=C(Nc1ccc2c(c1)OCO2)C1CC(c2ccc(Cl)cc2)=NO1 (centres undefined)
8: Cc1cc(C)nc(SCc2nc3nc(C)cc(C)n3c2Br)n1

Assay by compound | 1 | 2 | 3 | 4 | 5 | 6 | 7 | 8
PPC-1+TRAIL kill | 9 | 1 | 10 | 3 | -3 | 1 | -24 | -8
TRPN1 ag | -0.3 | 0.2 | -1.2 | 6.0 | 0.8 | 0.2 | -0.2 | -0.8
CHOP inh | 5 | 9 | -6 | 68 | 0 | 5 | 43 | 11
TNF necrop inh | -1.2 | 1.9 | 3.6 | 1.6 | 2.4 | 1.2 | -1.0 | -1.9
Wee1 degr inh | 0 | 2 | -3 | 0 | -1 | -1 | -1 | -1
Ba/F3 V617F tox | 3 | -4 | 1 | -3 | -7 | 1 | 0 | -3
BaF3 tox | 6 | 8 | 4 | 10 | 0 | 5 | 8 | 6
TRPML3 ag | 0.1 | 0.4 | 0.5 | 1.2 | 0.5 | 0.8 | -0.6 | -0.9
RBBP9 inh | -5 | 9 | -13 | -6 | -3 | -6 | -3 | -5

Next section; it opens with the three that closed the last part.
6: COC(=O)c1c(SCc2ccc(C#N)cc2)nc(=O)[nH]c1C
7: O=C(Nc1ccc2c(c1)OCO2)C1CC(c2ccc(Cl)cc2)=NO1 (centres undefined)
8: Cc1cc(C)nc(SCc2nc3nc(C)cc(C)n3c2Br)n1
9: CC(=O)N1CCN(CC(=O)Nc2ccc([N+](=O)[O-])cc2Br)CC1
10: Cc1nc(NC(=O)CSc2nnnn2Cc2ccccc2)sc1C
11: O=c1[nH]nc(Cc2ccc(-c3ccc(Cl)cc3)o2)c2ccccc12
12: CCCSc1sc(C(=O)OC)c(-c2cccs2)c1C#N
13: CN(C)c1ccnc(SCc2ccccc2Cl)c1C#N
14: O=C(c1ccco1)N1CCN(Cc2nc(Cc3ccccc3)no2)CC1
15: CC1(c2cccc3ccccc23)NC(=O)N(CC(=O)NC2CCS(=O)(=O)C2)C1=O (centres undefined)
16: O=C(C1Cc2ccccc2CN1S(=O)(=O)c1cccs1)N1CCCCCC1 (centres undefined)

Assay by compound | 6 | 7 | 8 | 9 | 10 | 11 | 12 | 13 | 14 | 15 | 16
PPC-1+TRAIL kill | 1 | -24 | -8 | -5 | 9 | 18 | 7 | -16 | 20 | -11 | -7
TRPN1 ag | 0.2 | -0.2 | -0.8 | 1.1 | -0.5 | -0.8 | -2.1 | 3.6 | -0.5 | -0.9 | -1.2
CHOP inh | 5 | 43 | 11 | 4 | -3 | 61 | 11 | 3 | 12 | -10 | 2
TNF necrop inh | 1.2 | -1.0 | -1.9 | 1.9 | -2.2 | -2.7 | 3.7 | -0.7 | 2.1 | 3.1 | -0.5
Wee1 degr inh | -1 | -1 | -1 | -1 | 2 | 0 | 0 | 2 | 5 | 0 | 1
Ba/F3 V617F tox | 1 | 0 | -3 | -1 | 2 | -3 | -4 | 6 | -5 | -2 | -3
BaF3 tox | 5 | 8 | 6 | 2 | 0 | 6 | 0 | 5 | 0 | 2 | 2
TRPML3 ag | 0.8 | -0.6 | -0.9 | 0.9 | -0.1 | -0.3 | -0.6 | 6.6 | 0.5 | 0.5 | 4.0
RBBP9 inh | -6 | -3 | -5 | -2 | -9 | -11 | -3 | -11 | -1 | -6 | -2

17: CN1CCN(CCCNC(=O)C2CC(=O)N(C3CCCCC3)C2)CC1 (centres undefined)
18: Cc1ccc(C2CC(=O)C(C=NCCN3CCN(CC(=O)Nc4cc(C)cc(C)c4)CC3)=C(O)C2)cc1 (centres undefined)
19: CCCCCCCCCC(=O)N/N=C(\C)c1cccnc1
20: OC[C@@H](O)[C@H](O)C(/C=N/Nc1ccccc1)=N\Nc1ccccc1
21: C(=N\n1cnnc1)/c1cccc(Oc2ccccc2)c1
22: Cc1ccc(NC(=O)Cn2nnc(C(=O)NCc3ccco3)c2N)cc1
23: CC1CCCCC1NC(=O)COC(=O)c1ccc(S(=O)(=O)N2CCOCC2)cc1 (centres undefined)
24: CCC(C)(C)NC(=O)CN(Cc1ccc2c(c1)OCO2)C(=O)CCC(=O)Nc1nccs1

Assay by compound | 17 | 18 | 19 | 20 | 21 | 22 | 23 | 24
PPC-1+TRAIL kill | 20 | 30 | 2 | 10 | -5 | 22 | 6 | -1
TRPN1 ag | 0.6 | -1.0 | 0.0 | 2.3 | -0.3 | -0.9 | 3.3 | 0.2
CHOP inh | 4 | 21 | 13 | 0 | 29 | 20 | 11 | 1
TNF necrop inh | -0.7 | 0.3 | -2.6 | 1.2 | -1.2 | 0.3 | -0.2 | 1.4
Wee1 degr inh | 0 | -2 | 3 | 0 | -2 | 2 | 7 | 0
Ba/F3 V617F tox | 2 | 1 | -3 | 3 | -1 | -4 | 2 | -3
BaF3 tox | 7 | 3 | -1 | -6 | 3 | 1 | 7 | 0
TRPML3 ag | 0.2 | 0.5 | -0.6 | 0.5 | -0.3 | 0.1 | 0.8 | -0.8
RBBP9 inh | -1 | 4 | 7 | -3 | 1 | -1 | 0 | -6

25: S=c1[nH]nc(C2CC2)n1Cc1ccco1
26: COC(=O)c1ccc(NC(=O)CN2CCN(c3cccc(Cl)c3)CC2)cc1
27: O=C(CN1C(=O)CNC1=O)Nc1cccc(C(F)(F)F)c1
28: CCc1ccccc1NC(=O)/C(C#N)=C\c1ccc(Sc2ccccc2)o1
29: Cn1cc(C2CC(c3ccccc3)=NN2C(=O)c2ccccc2)c2ccccc21 (centres undefined)
30: c1ccc(CN(Cc2cccs2)C(c2cccs2)c2nnnn2C2CCCC2)cc1 (centres undefined)
31: Cn1cccc2[nH]c(=O)nc1-2
32: CC1CCN(C(=O)c2cc(-c3ccc(Cl)c(Cl)c3)on2)CC1

Assay by compound | 25 | 26 | 27 | 28 | 29 | 30 | 31 | 32
PPC-1+TRAIL kill | 14 | 20 | 29 | 7 | 29 | -3 | 21 | 45
TRPN1 ag | 0.6 | -0.4 | 0.1 | 0.9 | -0.9 | -0.6 | 2.3 | 2.1
CHOP inh | 5 | 70 | 31 | -25 | 67 | 11 | 4 | 43
TNF necrop inh | 0.6 | -2.2 | 0.2 | -3.7 | -0.9 | -1.1 | 1.3 | 0.0
Wee1 degr inh | -2 | 6 | 1 | -1 | 0 | 1 | -2 | -1
Ba/F3 V617F tox | -2 | -6 | -1 | -3 | -3 | -3 | 0 | 1
BaF3 tox | 4 | 1 | 4 | 5 | 8 | 5 | -4 | 3
TRPML3 ag | 0.6 | -0.9 | 0.1 | -0.2 | 0.2 | -0.2 | 1.0 | -0.3
RBBP9 inh | 2 | 1 | -14 | -6 | -5 | -8 | -2 | -4

33: NC(=O)c1ccsc1NC(=O)C1CCCCC1
34: Cc1ccc(/C(N)=N/OC(=O)Cc2ccccc2)cc1
35: CCCCCOc1ccc(NC(=O)CCCC(=O)O)cc1
36: NC(=O)c1ccccc1NC(=O)Nc1cccc(Cl)c1Cl
37: CCCCCC(=O)Nc1ccc(N2CCN(C(=O)CCC)CC2)cc1
38: COc1ccc(N2CCN(C(=O)Cn3cncn3)CC2)cc1
39: COc1ccc(NC(=O)c2c(C)noc2-c2snnc2C)cc1
40: C[C@H]1C[C@@H]2[C@H]([C@@H](O)C[C@@]3(C)[C@H]2CC[C@]3(O)C(=O)CO)[C@@]2(C)C=CC(=O)C=C12

Assay by compound | 33 | 34 | 35 | 36 | 37 | 38 | 39 | 40
PPC-1+TRAIL kill | -4 | 7 | 6 | 12 | 7 | 10 | 0 | 29
TRPN1 ag | -0.7 | 0.4 | 0.5 | 0.9 | -1.4 | 0.1 | -1.2 | -0.7
CHOP inh | 20 | -17 | -17 | 50 | 46 | 5 | 5 | 19
TNF necrop inh | -0.6 | 0.2 | -0.4 | 0.5 | 1.8 | 0.0 | -8.3 | 0.1
Wee1 degr inh | 3 | -4 | -4 | -2 | 2 | 4 | -1 | 2
Ba/F3 V617F tox | -1 | 0 | 2 | 4 | 5 | -2 | -6 | 8
BaF3 tox | 2 | 4 | 1 | 7 | 5 | 1 | -1 | -3
TRPML3 ag | -0.5 | 0.7 | 0.9 | 0.6 | 0.9 | 0.8 | 0.3 | 0.0
RBBP9 inh | -6 | -2 | -1 | -11 | -9 | -5 | -5 | -3

41: NC(=O)c1cc(N)ccc1N1CCCCC1
42: COc1ccc(C(=O)Nc2ccc(C(=O)Nc3nccs3)cc2)cc1[N+](=O)[O-]
43: CC(C)(C)C1CCC(OC(=O)C[N+]2(C)CCCCC2)CC1 (centres undefined)
44: C=C(C)Cn1c(SCC(=O)O)nc2c1c(=O)[nH]c(=O)n2C
45: COc1ccc(CN2C(=O)c3ccccc3C2=O)cc1C(=O)OCC(=O)NC1CCCCC1
46: O=C(O)c1ccc(Nc2cc(Cl)c3nonc3c2[N+](=O)[O-])cc1
47: C/C(=N\NC(=O)c1nn(C)cc1Br)c1cccc(NC(=O)c2ccncc2)c1
48: Cn1cc(CNC(=O)C23CC4CC(CC(C4)C2)C3)cn1
49: O=C(NC1CCCC1)c1ccc(CS(=O)(=O)c2cccc(C(F)(F)F)c2)o1
50: CN(CC(=O)Nc1ccccc1Cl)CC(=O)Nc1ccccc1[N+](=O)[O-]

Assay by compound | 41 | 42 | 43 | 44 | 45 | 46 | 47 | 48 | 49 | 50
PPC-1+TRAIL kill | 40 | -10 | 14 | 1 | 3 | -6 | 28 | 29 | 1 | 18
TRPN1 ag | -0.1 | -0.8 | 0.4 | 0.8 | 1.3 | 0.7 | -1.4 | 0.8 | 1.5 | -0.7
CHOP inh | -1 | -53 | 9 | 14 | 6 | -20 | -28 | 8 | -3 | -9
TNF necrop inh | -0.6 | 2.2 | -0.9 | 0.7 | 3.8 | 0.0 | 1.5 | -1.0 | -0.8 | 0.3
Wee1 degr inh | -4 | -1 | -3 | -3 | -2 | 2 | -3 | -4 | 3 | 1
Ba/F3 V617F tox | -1 | -4 | 32* | -2 | -1 | -6 | 0 | 3 | -5 | -6
BaF3 tox | -1 | -1 | 41* | 4 | 6 | 0 | 8 | 10 | -1 | -1
TRPML3 ag | 0.8 | 0.6 | 0.4 | -0.4 | 0.6 | 1.1 | 0.7 | 0.2 | 0.1 | -0.8
RBBP9 inh | -3 | -9 | 5 | -4 | 1 | -1 | -2 | -6 | 3 | 0
